Eya2 phos inh: Eya2 (human) phosphatase inhibition; recombinant Eya2, OMFP fluorescence dephosphorylation (OMFP is methylfluorescein phosphate); Potency, µM (top dose mostly 76.9 µM), inactives show top-dose activity, negative = inhibition, usual class: inhibitors; 330,000 tested, 0.006% active; AID 488837; further: potency means the concentration at half of the fitted maximal effect; on the % scale 0 is the no-effect control and ±100 the full control effect
Target sequence (O00167 whole entry, looked up): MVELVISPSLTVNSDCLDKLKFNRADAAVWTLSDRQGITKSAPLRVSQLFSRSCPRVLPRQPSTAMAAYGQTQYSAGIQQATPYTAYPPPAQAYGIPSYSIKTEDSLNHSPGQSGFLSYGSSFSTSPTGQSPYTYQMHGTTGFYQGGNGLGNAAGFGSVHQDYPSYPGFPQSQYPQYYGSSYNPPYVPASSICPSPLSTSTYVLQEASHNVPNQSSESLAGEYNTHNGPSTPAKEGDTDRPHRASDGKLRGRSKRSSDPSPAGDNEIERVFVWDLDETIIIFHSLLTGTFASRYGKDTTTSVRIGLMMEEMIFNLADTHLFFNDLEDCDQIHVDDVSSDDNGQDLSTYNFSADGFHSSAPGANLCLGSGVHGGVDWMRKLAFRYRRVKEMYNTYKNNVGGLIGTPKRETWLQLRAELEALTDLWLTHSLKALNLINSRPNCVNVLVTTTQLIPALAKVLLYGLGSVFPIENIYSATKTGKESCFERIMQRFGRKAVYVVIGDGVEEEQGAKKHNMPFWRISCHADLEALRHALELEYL
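Eya2 (0.2 uM) preincubated 10 min at ambient with compound, then OMFP substrate added at 50 uM; 10 min reaction in 50 mM HEPES pH 7.5, 50 mM NaCl, 5 uM MgCl2, 0.05% BSA, 1 mM DTT. Fluorescence read at Ex 485/Em 525 nm.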
A-T KAP1 phos: potential ataxia-telangiectasia treatment; AID 485349; 320,000 tested, 0.19% active; […] A-T fibroblasts, KAP-1 phosphorylation AlphaLISA; neocarzinostatin DNA damage 30 min before lysis; Potency, µM (top dose mostly 57.5 µM), inactives show at the highest dose activation, usual class: activators; further: potency means the concentration at half of the fitted maximal effect; % of control where 0% means no effect; nearly all actives have a fitted effect of over 45% in size
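ATM-like activity read as KAP-1 phosphorylation via AlphaLISA donor/acceptor antibody pairs after lysis and 6 hr at 25C. Cells were ATM-null patient fibroblasts ([…], hTERT), dosed 60 min, then exposed to the DSB inducer NCS for 30 min.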
Mito fusion act: mitochondrial division inhibition or fusion activation | S. cerevisiae fusion-defective mutant growth rescue, CellTiterGlo 48 h | Potency, µM (top dose mostly 46.1 µM), inactives show at the top dose growth rescue (activation), usual class: activators | 320,000 tested, 0.23% active;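 further: potency means the concentration at half of the fitted maximal effect; % of control where 0% means no effect; nearly all actives have a fitted effect of over 45% in size; temperature-sensitive fusion mutants such as fzo1-1 at 37 °C on non-fermentable ethanol glycerol medium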
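Temperature-sensitive fusion-defective S. cerevisiae (e.g. fzo1-1, mgm1-5) were grown with compound in YPEG medium (3% ethanol, 3% glycerol) for 48 hours at 37C. Growth rescue was measured as viability by CellTiterGlo luminescence after 10 minutes at ambient.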
a7 integrin act: integrin-mediated muscular dystrophy alleviation activation; 350,000 tested, 0.064% active; AID 624291; Potency, µM (top dose mostly 38.3 µM), for inactives: top-dose activation, usual class: activators; alpha7betagal myoblasts, beta-gal FDG fluorescence, 48 h;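 further: potency means the concentration at half of the fitted maximal effect; 100% = response of the positive control SU9516; nearly all actives have a fitted effect of over 60% in size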
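alpha7betagal+/- myoblasts (passage 13, 250/well) treated 48 h at 37C with compounds at 1:260 dilution of DMSO stock. Lysed, then beta-galactosidase activity read as FDG fluorescence (ex 480/em 540) after 30 min, with pre-read for autofluorescence.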
Tb PFK block: T. brucei PFK enzyme inhibition; O15648; Potency, µM (top dose mostly 57.5 µM), for the others: top-dose activity, negative = inhibition, usual class: inhibitors; 330,000 tested, 0.17% active; T. brucei PFK, ADP-Glo luminescence;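 further: potency means the concentration at half of the fitted maximal effect; 0% = uninhibited 1x PFK enzyme wells and -100% = no-enzyme wells; nearly all actives have a fitted effect of over 60% in size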
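ADP-Glo luminescence quantified ADP after 45 min at room temperature, with 1.25 nM T. brucei PFK, 0.1 mM ATP and 0.5 mM fructose-6-phosphate in pH 8.0 TEA buffer. qHTS titrations up to 57 µM; curves classified by quality.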
TCR activator: T cell receptor activation. primary human leukocytes, anti-CD3, IL-2 HTRF, 48 h. Potency, µM (highest dose often 9.22 µM), inactives show at the highest dose activation of IL-2 secretion, most hits filed as activators. 330,000 tested, under 10 active. AID 504894; further: % of control where 0% means no effect
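HTRF read-out of IL-2 secretion: europium cryptate donor excited at 320nm, d2 acceptor emission at 665nm. Cells were primary human leukocytes incubated 48 hr with compounds and a-CD3 beads, supplying TCR signal only.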
TSHR antag: antagonists of human thyroid stimulating hormone receptor; P16473; TSHR-expressing cells, TSH-stimulated cAMP HTRF, 2 h; hits give low values; activity change, negative = inhibition, % at 11.5 µM; 330,000 tested, 0.2% active;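 active means activity change below a set negative limit, meaning inhibition stronger than a set level, cut at about -70% in these data; inconclusive means activity change between two set negative limits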; further: on the % scale 0 is the no-effect control and ±100 the full control effect
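TSHR-expressing cells, 200/well, pre-treated with compound, then stimulated with EC80 TSH (4nM final) for 2 hours at 37 deg C. cAMP measured by competitive HTRF: anti-cAMP cryptate antibody in lysis buffer plus cAMP-d2, read after 30 minutes at room temperature.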
PTAP TSG101 blk: blocks PTAP/TSG101 interaction to inhibit HIV-1 budding | Fluorescence polarization, FITC-PTAP peptide / Tsg101 binding | Potency, µM (titrated, usually from 115 µM), for inactives: top-dose activity change, negative = inhibition, most hits filed as inhibitors | 340,000 tested, under 10 active | AID 493005; active means well fitted inhibition curve with a large enough effect in the main read-out, with a control signal flat, not every such curve was filed as active; inconclusive means small, poorly fitted or top-dose-only effect, or effect the other way, or a change in a side signal; inactive means no such curve, though single readings can be large or run the other way; further: potency means the concentration at half of the fitted maximal effect; % of control where 0% means no effect
Target sequence (Q99816 whole entry, looked up): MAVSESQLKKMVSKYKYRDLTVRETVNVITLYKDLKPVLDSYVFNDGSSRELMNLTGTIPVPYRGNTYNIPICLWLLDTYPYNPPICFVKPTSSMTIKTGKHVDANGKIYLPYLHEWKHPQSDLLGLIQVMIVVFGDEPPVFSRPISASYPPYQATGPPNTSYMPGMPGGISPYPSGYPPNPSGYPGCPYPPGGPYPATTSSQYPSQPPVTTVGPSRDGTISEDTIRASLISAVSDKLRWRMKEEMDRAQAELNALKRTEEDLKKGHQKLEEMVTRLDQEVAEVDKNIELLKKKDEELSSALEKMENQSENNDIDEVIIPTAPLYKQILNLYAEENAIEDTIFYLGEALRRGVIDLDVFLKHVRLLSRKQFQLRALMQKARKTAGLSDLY
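Compounds were pin-transferred onto Tsg101 binding domain (10 uM final) in HEPES pH 7.5 buffer, then FITC-PTAP peptide was added at 50 nM final. After 20 min at RT, polarization reported peptide displacement across a qHTS concentration series.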
ASM inhibitor: inhibitors of human secretory acid sphingomyelinase; P17405; placental ASM, HMU-PC fluorogenic substrate, 60 min; Potency, µM (series often up to 57.5 µM), inactives show top-dose activity change, negative = inhibition, hits mostly inhibitors; 340,000 tested, 0.006% active; AID 504937; further: potency means the concentration at half of the fitted maximal effect
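Fluorescence read-out (Ex 386 nm, Em 447 nm) after stopping the reaction at pH 10. Enzyme: ASM from human placenta; substrate HMU-PC0, 9 uM final; 60 min, 37 °C. Compound preincubation 10 min, ambient temperature.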
Chronic BCR inh: blocks chronic active B-cell receptor signaling. 340,000 tested, 0.05% active. Potency, µM (top dose mostly 46.1 µM), for inactives: at the highest dose ratio change, negative = lower green/red ratio, actives largely listed as inhibitors. AID 493014. ABC-DLBCL IkBa-CBG/CBR reporter, luminescence ratio, 4 h; active means well fitted inhibition curve with a large enough effect in the signal ratio, with a control signal flat, not every such curve was filed as active; inconclusive means small, poorly fitted or top-dose-only effect, or effect the other way, or a change in a side signal; the % refers to the signal ratio;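 further: potency means the concentration at half of the fitted maximal effect; plate controls were basal doxycycline-induced cells for no effect and cells given 10 µM MG132 for full effect; MG132 reads +100%, hits lower the ratio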
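Compounds up to 46 uM were incubated four hours with TMD8 cells whose green CBG68 luciferase is fused to IkappaBalpha; red CBR luminescence normalised the signal, and concentration-effect curves were fitted to fusion, red and ratio data.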
ELG1 DNA repair: blocks ELG1-dependent DNA repair in HEK293T cells. 330,000 tested, 2.3% active. Potency, µM (highest dose often 46.1 µM), without a hit: at the top dose activity change, negative = inhibition, usual class: inhibitors. HEK293T ELG1-luciferase reporter, luminescence, 16 h; DNA damage induced by 5-fluorouridine; further: potency means the concentration at half of the fitted maximal effect; on the % scale 0 is the no-effect control and ±100 the full control effect; nearly all actives have a fitted effect of over 55% in size
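Quantitative HTS, concentration-response format. 2,000 cells/well co-treated with 5-fluorouridine and compound, 16 hr in 5% CO2 at 37 °C; ONE-Glo luminescence read after 30 min.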
* marks the source's active call; other numbers are inactive results; ? = inconclusive; · = no result given; [ ] = dose if it differs, or a comment. Unless noted, the call rests on the fitted dose curve; in most records, active means well fitted curve in the direction sought with a large enough effect; inconclusive means small, poorly fitted or top-dose-only effect, or another doubt; inactive means no such curve, though single readings can be large; an effect the other way counts as inactive or inconclusive.

SMILES	Eya2 phos inh	A-T KAP1 phos	Mito fusion act	a7 integrin act	Tb PFK block	TCR activator	TSHR antag	PTAP TSG101 blk	ASM inhibitor	Chronic BCR inh	ELG1 DNA repair
COc1cc2c(cc1OC)C(COc1ccccc1OC)N(C(=O)C(C)(C)C)CC2 (configuration not stated)	4%	-11%	4%	11%	2%	10%	-2	-9%	-4%	-11%	-9%
CCc1ccc(NC(=S)NCc2ccccc2)cc1	-2%	-3%	3%	-26%	0%	-2%	9	1%	2%	0%	?
NS(=O)(=O)c1ccc(NC(=O)COc2ncnc3c2cnn3-c2ccccc2)cc1	1%	0%	-2%	12%	1%	6%	-2	-1%	-19%	7%	?
CC(=O)c1ccc(NC(=O)CCc2nc3sc4c(c3c(=O)[nH]2)CCCC4)cc1	4%	9%	-6%	-4%	?	·	3	2%	-3%	3%	-12%
Cc1ccc(Cn2c(NCCc3ccccc3)nc3c2c(=O)n(C)c(=O)n3C)cc1	5%	8%	5%	-20%	-16%	4%	4	-9%	-11%	-2%	?
Cc1c(Cl)cccc1NC(=O)CNC(=O)C1CC(=O)N(CCc2ccccc2)C1 (configuration not stated)	5%	2%	-1%	12%	-3%	-2%	-29	-2%	-1%	-1%	-2%
O=S(=O)(c1ccc(F)cc1)N1CCN(c2ncnc3c2cnn3-c2ccccc2)CC1	-9%	3%	0%	-25%	0%	-1%	3	-5%	-3%	1%	-9%
O=C1CN(C(=O)COC(=O)C2CC(=O)N(Cc3ccco3)C2)c2ccccc2N1 (configuration not stated)	18%	-1%	-2%	-24%	-3%	4%	2	45%[activator]	1%	2%	1%
COc1ccc(C)cc1S(=O)(=O)N(CC(=O)Nc1cc([N+](=O)[O-])ccc1C)c1ccc(C)c(C)c1	-2%	3%	-2%	5%	2%	7%	2	-3%	-2%	11%	-1%
O=C(CCCn1c(SCC(=O)c2ccc(O)c(O)c2)nc2ccccc2c1=O)NCC1CCCO1 (configuration not stated)	8%	·	10%	0%	?	9%	-22	-7%	-1%	?	?
CCN(CC(=O)NCc1cccs1)C(=O)c1cccc(Cl)c1	6%	-1%	·	17%	-1%	-7%	·	-5%	2%	0%	29%
O=S(=O)(c1ccc2c(c1)OCCO2)N1CCN(c2ncnc3sccc23)CC1	7%	-2%	0%	-33%	5%	-2%	-25	-4%	-1%	-19%	4.6µM*
O=C(Nc1ccccc1C(=O)O)c1ccc(NC(=O)C2CCCO2)cc1 (configuration not stated)	-15%	13%	1%	8%	1%	-4%	0	-3%	6%	?	10%
CCOc1ccc(CN2CCN(Cc3cnn(CC)c3C)CC2CCO)cc1 (configuration not stated)	11%	-5%	-10%	1%	-10%	1%	9	-9%	-2%	11%	-6%
O=C(O)CSCC(=O)Nc1ccc(Cl)cc1C(F)(F)F	-9%	5%	-1%	10%	1%	1%	-7	-2%	2%	-1%	2%
COc1ccc(S(=O)(=O)N(CC(C)C)CC(C)C)c2cccnc12	-7%	4%	-6%	0%	-2%	10%	3	-2%	0%	-14%	-5%
Cc1cccnc1Nc1nc(-c2ccc(O)c(O)c2)cs1	-15%	9%	2%	7%	3%	-3%	-30	-5%	-14%	?	?
O=C(Nc1ccc2c(c1)OCO2)C1CC(=O)N(c2ccc3c(c2)OCCO3)C1 (configuration not stated)	3%	2%	-2%	0%	-2%	1%	-2	-5%	-1%	-18%	1%
Clc1ccc(C(c2nnnn2C2CCCC2)N2CCSCC2)cc1 (configuration not stated)	-4%	6%	4%	-11%	-6%	-5%	-7	-6%	2%	6%	?
Cc1ccc(NC(=O)c2cc(-c3ccccc3)n[nH]2)cc1	4%	10%	6%	10%	3%	6%	-3	-3%	-2%	?	1%
CCN(CC)S(=O)(=O)c1ccc(NC(=O)COC(=O)CN2C(=O)c3ccccc3C2=O)cc1	-15%	-6%	-2%	14%	2%	0%	-3	-1%	-3%	17%	3%
CCC(C(=O)Nc1ccc(C(=O)N2CCCC2)cc1)c1ccccc1 (configuration not stated)	-2%	3%	-1%	-11%	-1%	-1%	6	1%	1%	-1%	-13%
CCn1c(SCC(=O)NCc2ccco2)nnc1-c1ccc(N)cc1	5%	-4%	0%	31%	-2%	1%	-2	-16%	7%	?	5%
O=C(Nc1ccc(-c2nc3ncccc3o2)cc1)c1ccc(Br)o1	4%	1%	3%	-45%	2%	13%[46.1 µM]	3	3%	76%	-3%	20%
COc1ccc2cc(-c3[nH]ncc3CN3CCCCO3)ccc2c1	1%	-1%	1%	0%	-1%	5%	-14	-5%	-1%	15%	?
Next records follow.
SMILES	Eya2 phos inh	A-T KAP1 phos	Mito fusion act	a7 integrin act	Tb PFK block	TCR activator	TSHR antag	PTAP TSG101 blk	ASM inhibitor	Chronic BCR inh	ELG1 DNA repair
COc1ccc(C2=Nn3c(nnc3C3CCCCC3)SC2)cc1OC	2%	3%	5%	-49%[inhibitor]	5%	-3%	66	-10%	-6%	?	?
CCc1ccccc1NC(=O)C1CC(c2ccc(OC)cc2)=NO1 (configuration not stated)	-6%	12%	3%	?	4%	-2%	7	-2%	1%	-3%	4%
CCOc1cc2[nH]c(=S)n(CCCCC(=O)NCc3ccco3)c(=O)c2cc1OCC	-13%	-5%	-1%	-6%	-8%	-3%	7	0%	0%	?	13%
c1cncc(COC2CCCN(Cc3nc(-c4cccs4)no3)C2)c1 (configuration not stated)	5%	4%	-6%	17%	1%	4%	1	-6%	-1%	-1%	-2%
O=C(c1ccc(F)cc1)N1CCC(N2CCOCC2)CC1	8%	-5%	-4%	13%	3%	3%	-1	-2%	0%	3%	-6%
COc1cc(NC(N)=S)c(OC)cc1Cl	5%	8%	-2%	7%	4%	2%	-7	1%	0%	-16%	4%
Cc1cc(CN2CCC(n3nccc3NC(=O)c3ccccc3C)CC2)n[nH]1	5%	6%	-1%	22%	1%	7%	0	-1%	4%	2%	-9%
O=C(NC1CCCC1)c1nc2c(nnn2Cc2ccccc2Cl)c(=O)[nH]1	-12%	·	15%	-18%	3%	·	5	-7%	-1%	-3%	?
Cc1ccc2oc(=O)c3cc(C(=O)NCCCN4CCc5ccccc5C4)sc3c2c1	-1%	3%	13%	-15%	3%	4%	-2	1%	-7%	1%	0%
CCN(Cc1ccccc1)C(=O)c1[nH]c2ccc(OC)cc2c1C	-14%	1%	15%	?	-3%	6%	-6	-5%	-3%	?	-1%
O=C(Nc1cccc(-c2ccc(N3CCOCC3)nn2)c1)c1ccc(F)cc1F	-11%	-1%	-4%	-1%	3%	·	3	-2%	-1%	2%	?
c1ccc(-c2cccc(-c3ccccn3)n2)nc1	-17%	5%	-11%	-62%[inhibitor]	-2%	-7%	-11	-10%	2%	11%	?
CC(=O)c1ccc(N2CCN(C(=O)CCC(=O)Nc3ccc4nc(N5CCN(C)CC5)cc(C)c4c3)CC2)cc1	9%	1%	-1%	-43%	0%	1%	-13	2%	211%[activator]	-11%	-6%
COc1ccc(Cc2nnc(Nc3c(C)cccc3C)o2)cc1OC	-14%	8%	-5%	13%	4%	-6%	0	3%	-2%	-8%	0%
Cc1ccccc1NS(=O)(=O)c1ccc(C(=O)OCC(=O)NCC(C)C)cc1	2%	7%	1%	-21%	-9%	-2%	18	2%	0%	-6%	10%
Cc1cccc(NC(=O)c2ccc3c(c2)CCN3S(C)(=O)=O)c1C	-10%	9%	2%	?	-2%	-5%	12	0%	3%	-2%	?
COCCn1c(=O)[nH]c2cc(C(=O)NCCc3ccc(OC)c(OC)c3)ccc2c1=O	-21%	-1%	2%	15%	1%	-9%	1	-2%	92%[activator]	?	-19%
O=C(Cn1cnc2c(cnn2-c2ccc(F)cc2)c1=O)NCCc1ccccc1	-14%	-1%	2%	-15%	-4%	3%[46.1 µM]	14	-1%	1%	1%	-2%
N#Cc1ccccc1OCC(=O)OCC(=O)NC1CCCCC1	13%	13%	-5%	-1%	6%	0%	9	-1%	1%	-9%	12%
COc1ccc(C(=O)Oc2ccc3ccc(=O)oc3c2)cc1	9%	-2%	4%	3%	-3%	-2%	-3	0%	·	?	-1%
